# Screens from PubChem BioAssay.
# NCF1 inh: blocks human p47phox regulatory protein of NADPH oxidases | P14598 | p47phox/p22phox peptide binding, fluorescence polarization, 2 h | inhibition, % at 24.7 µM | hit rate 0.53% among 220,000;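 note: 0% = p47phox with labelled peptide and 100% = labelled peptide alone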
# eIF4E-4G inh: inhibitors of eIF4E and eIF4G interaction in translation initiation | P63073+Q04637 | TR-FRET eIF4E-eIF4GI(517-606) binding, 2 h | inhibition, % at 21.7 µM | hit rate 0.37% among 220,000;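 note: 0% = full FRET control wells and 100% = background wells lacking eIF4GI fragment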
# Cl transport mod: KCC2 (human) Cl- transport modulation; Q9H2X9; B-score of Tl+ flux slope (higher = more flux/activation; lower = inhibition) at 10 µM; hit rate 2.2% among 190,000; KCC2 cells, thallium flux FluoZin-2 fluorescence;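 active = thallium flux slope and its plate-corrected score both differing from the plate sample mean at a set confidence after two filtering rounds, in either direction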;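 note: slope of fluorescence scaled to starting intensity during 10 to 20 s after thallium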
# KLK5 inh: blocks human kallikrein 5 protease activity. Q9Y337. hit rate 0.59% among 210,000. inhibition, % at 5 µM. recombinant hK5, fluorogenic AMC substrate cleavage;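 active = inhibition of 40% or more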;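 note: 0% = enzyme controls without compound and 100% = no-enzyme blanks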
# Target sequence (Q9Y337 67-293 limits assumed): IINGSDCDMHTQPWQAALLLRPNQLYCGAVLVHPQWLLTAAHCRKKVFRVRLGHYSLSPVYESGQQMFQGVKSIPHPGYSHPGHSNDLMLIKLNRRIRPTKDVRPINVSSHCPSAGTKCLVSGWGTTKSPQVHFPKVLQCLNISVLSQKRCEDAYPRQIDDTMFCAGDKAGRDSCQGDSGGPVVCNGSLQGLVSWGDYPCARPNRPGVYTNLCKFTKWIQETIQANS
# Furin inh: human furin inhibition; P09958; purified furin, fluorogenic substrate cleavage; inhibition, % at 30 µM; hit rate 0.061% among 220,000; AID 463115; in the data active = inhibition above about 25%; note: inactives centre near -15
# Target sequence (P09958 108-714 limits assumed): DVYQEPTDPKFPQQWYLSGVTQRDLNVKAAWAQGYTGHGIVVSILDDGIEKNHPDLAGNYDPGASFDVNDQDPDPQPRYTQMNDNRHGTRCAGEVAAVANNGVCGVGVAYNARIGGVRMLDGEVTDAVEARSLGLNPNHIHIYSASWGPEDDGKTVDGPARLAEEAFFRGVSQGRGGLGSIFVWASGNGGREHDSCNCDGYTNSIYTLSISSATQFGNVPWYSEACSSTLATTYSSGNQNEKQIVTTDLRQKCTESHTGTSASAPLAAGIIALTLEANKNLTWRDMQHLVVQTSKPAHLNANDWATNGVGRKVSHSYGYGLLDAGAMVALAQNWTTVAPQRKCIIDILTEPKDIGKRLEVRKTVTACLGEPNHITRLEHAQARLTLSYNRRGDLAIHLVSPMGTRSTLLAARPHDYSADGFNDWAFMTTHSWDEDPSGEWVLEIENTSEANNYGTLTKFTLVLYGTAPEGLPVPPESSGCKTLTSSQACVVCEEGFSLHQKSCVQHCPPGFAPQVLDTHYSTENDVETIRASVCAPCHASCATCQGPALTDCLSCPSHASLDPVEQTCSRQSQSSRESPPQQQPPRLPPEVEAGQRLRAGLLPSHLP
# Rad51 HR inh: Rad51 (human) homologous recombination inhibition | Q06609 | hit rate 0.085% among 200,000 | hRad51 DNA strand exchange, fluorescence dequenching | inhibition, % at 10 µM;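 active = inhibition above 40% at the single screening dose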;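 note: 0% = DMSO control wells and 100% = blanks with heterologous ssDNA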
#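 Material: human Rad51–ssDNA filaments; Probe or stimulus: labelled 47-mer dsDNA for strand exchange; Doses: single 10 µM dose; Incubation: 37 °C 15-min filament assembly, 30-min compound preincubation, 15-min exchange; Technique: FRET fluorescence dequenching, excitation 485 nm, emission 520 nm; Measure: Fluorescence-based percent inhibition, control- and blank-normalised; Benchmarks: plate control and blank wells.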
# Thrombin inh: inhibitors of human thrombin; alpha-thrombin, Boc-VPR-AMC fluorogenic substrate cleavage; inhibition, % at 5 µM; hit rate 0.26% among 220,000; P00734;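 active = inhibition at or above 40%; inactive = inhibition below 40%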;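 note: 0% = enzyme with no compound and 100% = wells without enzyme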
#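 System – human alpha-thrombin protein · Reagent – Boc-VPR-AMC substrate, 15 µM final · Compound – 5 µM single dose in 0.2% DMSO · Schedule – reaction at room temperature · Technique – AMC fluorescence at 355 nm excitation and 460 nm emission · Read-out basis – % inhibition relative to enzyme controls and enzyme-free blanks · Control set – no-compound enzyme wells and no-enzyme blanks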
# EBV gp42 inh: inhibitors of Epstein-Barr virus glycoprotein 42 | Q1HVG2 | Fluorescence polarization binding assay, mP read-out | hit rate 0.42% among 220,000 | inhibition, % (tested at 21.74 µM); in the data active = inhibition above about 50%
# Target sequence (Q1HVG2 whole entry, looked up): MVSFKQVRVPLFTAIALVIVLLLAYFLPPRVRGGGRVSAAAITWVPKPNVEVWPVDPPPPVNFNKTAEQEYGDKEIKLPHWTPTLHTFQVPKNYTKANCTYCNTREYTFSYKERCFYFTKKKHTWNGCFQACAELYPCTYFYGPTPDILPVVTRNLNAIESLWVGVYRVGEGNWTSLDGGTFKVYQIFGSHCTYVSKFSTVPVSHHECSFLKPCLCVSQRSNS
# 14-3-3 Bad PPI: disrupts binding of bovine 14-3-3 zeta to phospho-Bad peptide. P63103. TR-FRET 14-3-3zeta/Dy647-pBad peptide displacement, 1 h. inhibition, % at 21.7 µM. hit rate 0.71% among 220,000;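 active = inhibition above about 70%, limit read from the data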;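 note: 0% = full 14-3-3 plus peptide FRET controls and 100% = background without 14-3-3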
# * = called active by the depositor; . = not tested or not shown; [ ] = dose if it differs, or a comment.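 Rule for the calls, unless noted: active = inhibition above about 30% (limit read from the data); inactive = the rest.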
structure	NCF1 inh	eIF4E-4G inh	Cl transport mod	KLK5 inh	Furin inh	Rad51 HR inh	Thrombin inh	EBV gp42 inh	14-3-3 Bad PPI
CCCCn1c(SCC(=O)Nc2cc(C)on2)nnc1-c1cccnc1	-7	1	-0.28	1	-22[20 µM]	0	-3	-12	-2
CNc1nc(Cl)nc(NC(C)(C)C)n1	1	-16[fluorescence artefact?]	.	-3	-25[20 µM]	2	-2	-6	3
COc1ccc(CCn2c(C)cc(C(=O)CSc3nnnn3-c3ccccc3)c2C)cc1	-10	-6	0.031	-5	2[20 µM]	-12	-4	-12	-6[fluorescence artefact?]
Cc1cccc(N(CC(=O)Nc2ccccc2-c2ccccc2)S(=O)(=O)c2ccccc2)c1C	10	21	0.26	-7	-22	-9	-5	5	20
CCCC(c1nnnn1Cc1ccccc1)N1CCN(c2ccccc2OC)CC1 (centres undefined)	-2	11	.	3	-24	-14	-2	-8	84*
CC(Sc1nnc(-c2cccnc2)n1-c1ccccc1F)C(=O)N1CCCc2ccccc21 (centres undefined)	-18	3	0.2	-22	-16	.	-4	-10	-5
Cc1noc(C)c1COC(=O)[C@@H](NC(=O)c1ccccc1Cl)C(C)C	-1	-1	-1.3	1	-18	2	0	-5	-5
CCCn1c(SCC(=O)O)nc2ccccc21	-5	0	.	4	-29[20 µM]	-2	-6	-12	1
O=C(Nc1cccc(F)c1)Nc1ccccn1	0	-4	0.19	-6	-11	-8	-4	-1	-9
Cc1nn(C)c(C)c1Sc1ccc(Br)cc1	-3	-6	-0.055	1	-27	4	-2	-10	4
CC/C(=N/NC(=O)c1ccccc1)c1ccc(OCCN2CCOCC2)cc1	4	1[fluorescence artefact?]	.	-8	-10	26	-3	-7	-9
Cc1coc2c(O)cc3c(c12)OC1(N2CCCCC2)C(=O)NCCCC31 (centres undefined)	-8	4	-0.48	-11	-25	.	-5	18	-8

# In the list so far, 2 contain an aryl methoxy group:
structure	NCF1 inh	eIF4E-4G inh	Cl transport mod	KLK5 inh	Furin inh	Rad51 HR inh	Thrombin inh	EBV gp42 inh	14-3-3 Bad PPI
COc1ccc(CCn2c(C)cc(C(=O)CSc3nnnn3-c3ccccc3)c2C)cc1	-10	-6	0.031	-5	2[20 µM]	-12	-4	-12	-6[fluorescence artefact?]
CCCC(c1nnnn1Cc1ccccc1)N1CCN(c2ccccc2OC)CC1 (centres undefined)	-2	11	.	3	-24	-14	-2	-8	84*

# (listing goes on)
structure	NCF1 inh	eIF4E-4G inh	Cl transport mod	KLK5 inh	Furin inh	Rad51 HR inh	Thrombin inh	EBV gp42 inh	14-3-3 Bad PPI
COc1ccc(NC(=S)Nc2ccc(OCc3ccccc3)cc2)c(OC)c1	-3	-1	-1.8	-1	0	-4	-9	-18	-19[fluorescence artefact?]
COc1ccc(C(=O)N(Cc2ccc(N(C)C)cc2)C2CCS(=O)(=O)C2)cc1 (centres undefined)	-11	13[fluorescence artefact?]	0.56	3	-14	7	-2	-6	-1
CC(=O)N(Cc1ccccn1)Cc1ccco1	-9	-3	0.22	1	-9	4	1	0	-18
CN(C)S(=O)(=O)N1CCN(Cc2ccccc2)CC1	-10	-22[fluorescence artefact?]	.	-6	-12[20 µM]	0	-3	-15	-4[fluorescence artefact?]
COc1ccc(Oc2c(Cl)cnn(-c3ccc(F)cc3)c2=O)cc1	-10	-6	-3.1*	-9	3[20 µM]	20	-5	-7	-1
COc1cc(OC)cc(C(=O)NCC(=O)OCc2nc3ccccc3s2)c1	-18	1	-1.6	-4	-17	6	-5	-4	-9
Cc1cc(C)nc(OC(=O)c2ccc(Cl)cc2Cl)n1	-7	-2	-1.5	-32	-21	-80	3	-3	14
O=C(Nc1ccc(C(F)(F)F)cc1)c1cccnc1N1CCOCC1	1	1	-0.25	0	-18[20 µM]	-1	-9	2	4
CCOC(=O)N1CCN(Cc2ccccn2)CC1	-4	-3[fluorescence artefact?]	0.34	3	-17[20 µM]	-1	6	-3	54
O=c1[nH]c(NCCO)nc2ncn(Cc3ccccc3)c12	-8	-11	1.1	1	-2[20 µM]	14	-4	-9	-4
O=C(Nc1cc(S(=O)(=O)N2CCOCC2)ccc1N1CCCC1)c1cc(=O)[nH]c2ccccc12	4	-9	-0.089	6	-23	-14	0	-23	8
CCOC(=O)c1ccc(NC(=O)c2cc3c(s2)CCC3)cc1	-1	4	0.39	1	-18	-13	-4	0	3
CC(=O)c1c(C)nc2ccc(Br)cc2c1-c1ccccc1	-6	-3	0.1	1	-8	4	-12	2	-21
NC(=O)C1CCN(Cc2nc3cc(Cl)ccc3c(=O)[nH]2)CC1	-15	-2[fluorescence artefact?]	0.63	12	-10[20 µM]	-11	-2	-3	1
CCOC(=O)C1(CC2CC2)CCN(C(=O)c2cc(OC)nc3ccccc23)CC1	-8	0	0.29	8	-14	-7	-3	-17	-3
Cc1ccc(F)cc1NC(=O)c1cccc(N(C)C)c1	-16	3	.	-13	-13	9	-8	-2	-20
COc1ccc(Br)cc1[C@H]1[C@@H]2C=CCC[C@@]2(C)C(=O)N1Cc1ccccc1	-15	-8	-0.41	3	-17	-4	-1	-5	-5
CCOc1ccc2nc(NC(=O)Cn3[nH]c(=O)c4ccccc4c3=O)sc2c1	-31	17	0.38	-5	-7	-20	2	-41	3
CC(C)OC(=O)c1c(NC(=O)c2ccco2)sc2c1CCCC2	-12	-3[fluorescence artefact?]	2.3	-2	-4[20 µM]	6	-5	-7	-1
COCCOCCOCCC(=O)NC1CC2CCC1(C)C2(C)C (centres undefined)	-13	13	0.32	-13	-15	5	-8	7	2
COc1cc(Cl)cc(C2NC(=S)NC(c3ccccc3)=C2C(C)=O)c1OCC(=O)O (centres undefined)	-1	0	2.2	.	-8	.	-7	3	2
CCc1cccc(NC(=O)CCNS(=O)(=O)c2cccc3nonc23)c1	-11	-3	-0.96	-5	-22	3	-25	-11	-1
CCN1CCN(Cc2ccc(NC(=O)c3ccc(C)c(NC(=O)c4cc(-c5ccc(Br)cc5)n[nH]4)c3)cc2C(F)(F)F)CC1	63*	17	-0.21	2	-28	6	-2	-15	-17
COC(=O)Cc1sc(-c2ccccn2)nc1-c1ccccc1	-7	4	0.19	-9	-2	27	4	-12	-3

# Gathered by group, the compounds so far with a CF3 group (2)
structure	NCF1 inh	eIF4E-4G inh	Cl transport mod	KLK5 inh	Furin inh	Rad51 HR inh	Thrombin inh	EBV gp42 inh	14-3-3 Bad PPI
O=C(Nc1ccc(C(F)(F)F)cc1)c1cccnc1N1CCOCC1	1	1	-0.25	0	-18[20 µM]	-1	-9	2	4
CCN1CCN(Cc2ccc(NC(=O)c3ccc(C)c(NC(=O)c4cc(-c5ccc(Br)cc5)n[nH]4)c3)cc2C(F)(F)F)CC1	63*	17	-0.21	2	-28	6	-2	-15	-17

# Next section:
# Order of values: NCF1 inh	eIF4E-4G inh	Cl transport mod	KLK5 inh	Furin inh	Rad51 HR inh	Thrombin inh	EBV gp42 inh	14-3-3 Bad PPI
- CC1=Nc2ccccc2/C1=C/c1sc(=N)n(-c2nccs2)c1O
  -86	4[fluorescence artefact?]	-3.6*	-9	0[20 µM]	-99	4	-105	1[fluorescence artefact?]
- Cc1cccc2nc(CSc3nc4ccccc4[nH]3)cn12
  3	1	.	7	-28	0	-9	-27	-11
- CC(C)(C)c1ccc(-c2cc(C(=O)NNC(=O)Nc3ccccc3)c3ccccc3n2)cc1
  -24	-6	0.26	-19	-13[20 µM]	-10	-3	-11	-7
- CCc1cccc(NC(=O)Cc2cn(C)c3ccccc23)c1
  -16	2	-0.75	6	-5[20 µM]	0	2	-11	1
- CC(=O)NC(Nc1c(C)n(C)n(-c2ccccc2)c1=O)C(Cl)(Cl)Cl (centres undefined)
  -11	2	.	7	-25	.	-8	-2	-8
- CCNCc1ccc(OCc2ccccc2F)c(OC)c1
  -6	-2	-0.37	-4	-24	1	-3	5	4
- CC1(C)CC(=O)c2cc(OCC(=O)NCc3cccnc3)ccc2O1
  -2	-2	-0.1	-18	-3	-1	-3	-17	4
- O=C(Nc1ccccc1)C1=C[C@H](c2ccc3c(c2)OCO3)C[C@H](OCCCCO)O1
  -5	0	0.42	12	0	-3	1	-11	3
- COc1ccc2c(CC(=O)Nc3c(C)n(C)n(-c4ccccc4)c3=O)coc2c1
  -1	4	-0.039	-3	-9[20 µM]	22	5	-9	34[fluorescence artefact?]
- COC(=O)CNC(=O)c1nn(-c2cccc(OC)c2)c(=O)c2ccccc12
  -1	-5	0.29	8	-19	2	-4	-11	3
- Cn1c(=O)[nH]c(=O)c2c1nc(N1CCOCC1)n2CCSc1nnnn1-c1ccccc1
  -11	3	-0.042	0	-20	15	0	-15	6
- CCOc1cc(/C=N/n2cnnc2)cc(Br)c1O
  -12	-3[fluorescence artefact?]	1.4	6	-6[20 µM]	1	2	-14	-9[fluorescence artefact?]
- Cc1oc(=O)c(NC(=O)c2ccccc2)cc1C(=O)c1ccccc1
  -9	12	-0.72	-27	-17[20 µM]	-24	0	-26	3
- C#CC1CCCCC1NC(=O)Nc1cnccc1C(F)(F)F (centres undefined)
  -6	-5	0.69	4	-25	11	-8	-4	-4
- O=c1ccccn1Cc1ccccc1F
  -4	-4[fluorescence artefact?]	0.65	7	-21	-10	0	-6	8
- O=C(CNc1cccc(C(F)(F)F)c1)N/N=C/C1CCCCC1
  -3	2	-0.53	-18	-11	7	3	-6	-25
- O=C(Nc1cccnc1N1CCOCC1)c1ccco1
  -17	-4[fluorescence artefact?]	0.77	-16	-25[20 µM]	3	-10	1	-6[fluorescence artefact?]
- COc1ccc(-c2noc(CNC(=O)Nc3ccc(F)cc3)n2)cc1
  -1	2	-0.3	-11	-4	0	-3	-11	-6
- Cc1cccc(NC(=O)CSc2nnnn2-c2cccnc2)c1
  -12	4	-0.092	-1	-14[20 µM]	-7	0	2	-3
- Cc1ccc(Nc2ncnc3nc[nH]c23)cc1Cl
  -17	6	.	-3	-23	-1	0	-3	3
- CCN1C(=O)c2cccc3c(S(=O)(=O)Nc4ccccn4)ccc1c23
  -8	2	.	-25	-16	-4	-7	-11	-2
- COc1ccccc1CNC(=O)c1ccc(Br)o1
  4	0	-0.25	-9	-9	0	-4	-8	2
- O=C1CCCc2c1nc(-c1cccc(Cl)c1)n2O
  -1	8	0.12	-28	-14[20 µM]	-4	-15	-21	-8
- CCCCNC(=O)C1CCCN(S(=O)(=O)c2c(C)noc2/C=C/c2cccs2)C1 (centres undefined)
  3	-6	-0.072	-4	-8	9	-9	5	1
- Cn1nc(-c2ccc(Cl)cc2)c2cc(C(=O)NCCN3CCOCC3)sc21
  -12	-1	.	-7	-35	2	-10	1	8

# Compounds from the list above with a tert-butyl group:
# Order of values: NCF1 inh	eIF4E-4G inh	Cl transport mod	KLK5 inh	Furin inh	Rad51 HR inh	Thrombin inh	EBV gp42 inh	14-3-3 Bad PPI
- CNc1nc(Cl)nc(NC(C)(C)C)n1
  1	-16[fluorescence artefact?]	.	-3	-25[20 µM]	2	-2	-6	3
- CC(C)(C)c1ccc(-c2cc(C(=O)NNC(=O)Nc3ccccc3)c3ccccc3n2)cc1
  -24	-6	0.26	-19	-13[20 µM]	-10	-3	-11	-7
